ERG-DNA inh = qHTS for Small Molecule Inhibitors of the ERG Ets/DNA interaction; Transcriptional regulator ERG (Homo sapiens), P11308; fluorescence polarization, His-ERG Ets domain / labelled DNA; Potency, µM (titrated, usually from 76.9 µM), without a hit: top-dose FP activity, negative = inhibition, actives largely listed as inhibitors; actives 0.028% (n = 370,000); active = well fitted inhibition curve with a large enough effect in the polarisation, with a control signal flat; inconclusive = small, poorly fitted or top-dose-only effect, or effect the other way, or a change in a side signal; inactive = no such curve, though single readings can be large or run the other way; the % refers to the polarisation;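 note: polarization taken with two DNA probes labelled with fluorescein and Texas red; potency is the fitted concentration of half-maximal effect; % of control where 0% means no effect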
Target sequence (P11308 whole entry, looked up, the tested form may be a part): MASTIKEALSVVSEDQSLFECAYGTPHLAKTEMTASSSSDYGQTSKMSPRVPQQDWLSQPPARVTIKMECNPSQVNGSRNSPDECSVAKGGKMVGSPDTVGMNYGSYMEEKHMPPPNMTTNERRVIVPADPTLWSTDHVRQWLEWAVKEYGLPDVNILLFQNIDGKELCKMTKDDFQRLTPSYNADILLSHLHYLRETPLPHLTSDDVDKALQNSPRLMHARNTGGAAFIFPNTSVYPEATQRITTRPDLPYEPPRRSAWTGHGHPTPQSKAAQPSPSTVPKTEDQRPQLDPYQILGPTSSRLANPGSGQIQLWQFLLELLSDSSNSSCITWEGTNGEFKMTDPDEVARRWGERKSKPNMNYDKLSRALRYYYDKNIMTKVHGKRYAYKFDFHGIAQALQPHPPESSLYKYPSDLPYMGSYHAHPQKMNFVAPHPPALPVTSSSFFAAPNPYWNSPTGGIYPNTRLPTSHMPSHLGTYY
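His-tagged ERG Ets domain (1 uM in the protein solution; 300mM KCl, 50mM Tris-HCl, 1mM EDTA, 1mM DTT, pH 7.5) received compound, then a probe mix of 5 nM fluorescein-DNA and 100nM Texas-615-DNA. Fluorescence polarization was read for both dyes.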
ALOX12 inh = Primary qHTS assay for inhibitors of human arachidonate 12S-lipoxygenase (ALOX12): Round 2; purified 12hLO, xylenol orange hydroperoxide absorbance; Potency, µM (series often up to 108 µM), for inactives: at the highest dose activity change, negative = inhibition, actives largely listed as inhibitors; actives 1.1% (n = 580,000); AID 1671190, 2021; note: potency is the fitted concentration of half-maximal effect; % is set by controls: 0 for no effect and ±100 for the full control effect
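Hydroperoxide product was detected by ferrous iron/xylenol orange as the 573 to 405 nm absorbance ratio. Arachidonic acid at 40 uM (final) was turned over for 30 min at room temperature by 150 nM human 12hLO, pH 7.0 Hepes buffer, after 15 min compound preincubation.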
LDHA block = qHTS assay for inhibitors of human lactate dehydrogenase. purified LDHA, NADH/diaphorase-resazurin fluorescence; active compounds read low. activity change, % (values are at about 110 or 230 µM). actives 0.15% (n = 480,000); in the data active = activity change below about -30%; inconclusive = mostly about -25% to -30%;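 note: plate controls were DMSO wells for no effect and wells without enzyme for full effect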
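Remaining NADH was detected by diaphorase (0.133 mg/mL) converting 37 µM resazurin to fluorescent resorufin, read at 0 and 20 minutes. The preceding 5-minute room-temperature reaction used 2 nM LDHA, 0.2 mM sodium pyruvate and 0.06 mM NADH at pH 7.4.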
POLK inh = qHTS for Inhibitors of Polymerase Kappa | DNA polymerase kappa (Homo sapiens), Q9UBT6 | purified Pol kappa, fluorescent DNA synthesis assay, 10 min | actives 0.53% (n = 400,000) | Potency, µM (series often up to 107 µM), for the others: at the top dose activity, negative = inhibition, hits mostly inhibitors; note: potency is the fitted concentration of half-maximal effect; % is set by controls: 0 for no effect and ±100 for the full control effect
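50 nM final substrate added after 15 min RT preincubation of 10 nM Pol kappa with compound; fluorescence read at 0 and 10 min.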
Apoferritin bind = qHTS Assay for Identification of Novel General Anesthetics. Ferritin light chain (Equus caballus), P02791. apoferritin/1-aminoanthracene competitive binding, fluorescence. Potency, µM (series often up to 77.5 µM), without a hit: at the highest dose activity change, negative = displacement, actives largely listed as inhibitors. actives 0.074% (n = 350,000); note: potency is the fitted concentration of half-maximal effect; % is set by controls: 0 for no effect and ±100 for the full control effect; nearly all actives have a fitted effect of over 20% in size
Target sequence (P02791 2-175 limits assumed): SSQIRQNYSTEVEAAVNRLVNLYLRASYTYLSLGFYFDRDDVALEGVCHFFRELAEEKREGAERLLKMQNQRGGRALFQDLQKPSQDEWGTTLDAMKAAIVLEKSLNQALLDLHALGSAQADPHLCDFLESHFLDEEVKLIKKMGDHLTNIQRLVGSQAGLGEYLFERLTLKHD
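In PBS, apoferritin at 10 uM is loaded with 1-AMA from a 50% saturated solution. After 10 min of compound exposure at ambient temperature, reduced 535 nm fluorescence indicates probe displacement.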
RGS4 inh = Inhibitors of Regulator of G Protein Signaling (RGS) 4: qHTS; Regulator of G-protein signaling 4 (Homo sapiens), P49798; actives 0.039% (n = 390,000); Potency, µM (titrated, usually from 114 µM), for inactives: top-dose activity change, negative = inhibition, hits mostly inhibitors; Transcreener GDP fluorescence polarization, RGS4-accelerated GTP hydrolysis; note: potency is the fitted concentration of half-maximal effect; % is set by controls: 0 for no effect and ±100 for the full control effect; nearly all actives have a fitted effect of over 75% in size; some results filed as inactive show a strong effect at the top dose
Target sequence (P49798 whole entry, looked up): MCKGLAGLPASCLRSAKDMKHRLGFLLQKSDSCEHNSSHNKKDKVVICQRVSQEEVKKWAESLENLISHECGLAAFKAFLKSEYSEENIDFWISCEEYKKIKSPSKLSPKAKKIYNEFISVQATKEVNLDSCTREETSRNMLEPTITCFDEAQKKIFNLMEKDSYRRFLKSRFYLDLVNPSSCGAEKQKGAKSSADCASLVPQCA
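MLSMR compounds (23 nl, pin-transferred) preincubated 10 min at room temperature with a 500nM (2x) first reagent, then RGS4 at 900nM (2x) plus Transcreener GDP mix added; fluorescence polarization (620/688 nm) read before and after 90 min at 30 °C.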
APEX1 inh = qHTS Assay for Inhibitors of the Human Apurinic/apyrimidinic Endonuclease 1 (APE1); DNA repair nuclease/redox regulator APEX1 (Homo sapiens), P27695; recombinant APE1, TAMRA/BHQ-2 abasic DNA cleavage fluorescence; Potency, µM (top dose mostly 65.8 µM), for inactives: top-dose activity change, negative = inhibition, actives largely listed as inhibitors; actives 0.35% (n = 350,000); AID 2517, 2012;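 note: potency is the fitted concentration of half-maximal effect; plate controls were vehicle for no effect and reference inhibitor for full effect; nearly all actives have a fitted effect of over 55% in size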
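Readout is kinetic fluorescence (ex 525, em 598 nm) from cleavage of 50 nM TAMRA/BHQ-2 THF abasic duplex by 0.75 nM APE1, compound added 15 min beforehand at RT.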
POLH inh = qHTS for Inhibitors of Polymerase Eta; DNA polymerase eta (Homo sapiens), Q9Y253; recombinant Pol eta, fluorescent DNA replication assay; Potency, µM (series often up to 114 µM), without a hit: top-dose activity change, negative = inhibition, hits mostly inhibitors; actives 1.2% (n = 390,000); note: potency is the fitted concentration of half-maximal effect; % is set by controls: 0 for no effect and ±100 for the full control effect
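Pol eta at 10 nM preincubated with compounds 15 min at room temperature; reaction started with fluorescent substrate (50 nM final) and read kinetically at 0 and 10 min.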
POLB inh = qHTS Assay for Inhibitors of DNA Polymerase Beta; P06746; Pol beta primer extension/strand displacement, fluorescence kinetic; Potency, µM (highest dose often 114 µM), inactives show at the top dose activity change, negative = inhibition, hits mostly inhibitors; actives 1.3% (n = 340,000); AID 485314, 2010; note: potency is the fitted concentration of half-maximal effect; % is set by controls: 0 for no effect and ±100 for the full control effect
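Curves were derived by four-parameter Hill fits of normalized qHTS data. The kinetic fluorescent primer-extension read was taken at 0 and 10 min after 50 nM substrate, following a 15 min room-temperature preincubation of 10 nM enzyme with compounds.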
Numbers without * were called inactive; ? = inconclusive; · = not tested or not shown; [ ] = remark or other dose. Unless noted, calls come from the whole dose curve; as a rule, active = well fitted curve in the direction sought with a large enough effect; inconclusive = small, poorly fitted or top-dose-only effect, or another doubt; inactive = no such curve, though single readings can be large; an effect the other way counts as inactive or inconclusive. These rows are one share of the data; count on the stated rates, not on these rows.

SMILES | ERG-DNA inh | ALOX12 inh | LDHA block | POLK inh | Apoferritin bind | RGS4 inh | APEX1 inh | POLH inh | POLB inh
Cc1nn(-c2ccccc2)c(C)c1/C=N/NC(=O)c1cccs1 | -4% | 9% | -15 | -5% | 6% | -8% | 3% | -8% | 3%
CCC(=O)N1CCc2cc(Br)cc(S(=O)(=O)N3CCN(C(=O)c4ccco4)CC3)c21 | 2% | 0% | -4 | -5% | 7% | 13% | 13% | 5% | 25%
Cc1ccc2oc(C(=O)N(Cc3sccc3C)C3CCS(=O)(=O)C3)c(C)c2c1 (centres undefined) | 12% | -6% | -10 | 11% | -10% | 14% | · | · | ?
Cc1ccc2c(c1)N(C(=O)N1CCC(C(=O)NCc3ccccc3C)CC1)CC(C)O2 (centres undefined) | -23% | 1% | 2 | -1% | 4% | -11% | · | -15% | -12%
CNC(=O)CN1C(=O)NC(c2ccccc2)(c2ccccc2)C1=O | 19% | ? | 5 | 0% | -2% | 2% | 17% | -2% | ?
O=C(NCC(=O)N1CCN(c2ccccc2)CC1)c1ccc(Br)o1 | 4% | 7% | -3 | -1% | -6% | -10% | 27% | -20% | 19%
O=C(NC1CCCCC1)c1cc(-c2ccc(O)cc2)on1 | 14% | 1% | -1 | -4% | 2% | 1% | 80%[12.4 µM] | -19% | -24%
CC1CCCCC1N=C1NC(C)(C)CS1 (centres undefined) | -4% | -3% | -18 | -7% | -1% | 23% | -1% | -4% | 30%
CSc1ncccc1C(=O)N1CCCC(CCC(=O)NCc2ccc(F)c(F)c2)C1 (centres undefined) | -2% | -16% | 1 | -3% | -4% | -5% | -5% | -14% | -2%
O=C(CNc1ccc(Cl)cc1)NNC(=S)NCc1ccccc1 | -9% | ? | 0 | -1% | -20% | -22% | 0% | -23% | -24%
O=C(CSc1nc(-c2ccccc2)cs1)N1CCc2ccccc21 | 5% | 0% | 0 | 5% | -16% | -16% | -1% | -12% | 7%
CCN(CC(=O)Nc1ccccc1OC)C(=O)COc1ccc(C#N)cc1 | -13% | -2% | -3 | -10% | · | 17% | · | -2% | ·
O=C(c1ccc(COc2ccccc2Br)o1)N1CCCCCC1 | 4% | -19% | 7 | -10% | 1% | -22% | -4% | -11% | ?
COC(=O)c1oc(-c2ccc(Cl)cc2)nc1C | 52%[activator] | -14% | -6 | -2% | -10% | -13% | -2% | -1% | 1%
COc1ccc(-c2ccc(/C=C3\C(=O)N(c4ccccc4)N=C3c3ccccc3)o2)c([N+](=O)[O-])c1 | 2% | -3% | -10 | -6% | -13% | 8% | -4% | 12% | ?
Cc1cc(NC(=O)CCC(=O)N(Cc2cccnc2)C(C(=O)NC(C)(C)C)c2ccccc2Cl)no1 (centres undefined) | 6% | -11% | -8 | 0% | -14% | 7% | -7%[12.4 µM] | -6% | 9%
Cc1ccc(CN2CCN(/N=C/c3ccc(Cl)c([N+](=O)[O-])c3)CC2)cc1 | -1% | -4% | 0 | -2% | -7% | 10% | 1% | -21% | -30%
Cc1cccc(Nc2nc(N)nc(CSc3nccc(C)n3)n2)c1 | 2% | 0% | -7 | -3% | -10% | 17%[11.4 µM] | -2% | -14% | 25%
COc1cc(NC(=S)NC(=O)c2c(OC)cccc2OC)ccc1NC(=O)c1cccs1 | -4% | ? | -7 | -19% | -6% | -40% | -4% | -7% | 32%
NC(=O)CC(NC(=O)Cc1ccc(Br)cc1)c1ccc(NCc2cc(F)ccc2F)c([N+](=O)[O-])c1 (centres undefined) | -12% | ? | -5 | 14% | -1% | -4% | 7% | -1% | 1%
Cc1cccc(C)c1NC(=O)/C(=C/c1ccco1)c1ccccc1 | 2% | ? | -2 | -19% | ? | -11% | 0% | -10% | 1%
CC(NC(=O)C1CCC(C)(C(=O)O)C1(C)C)c1ccccc1 (centres undefined) | 4% | 14% | -2 | 8% | -2% | -18% | 14% | -11% | 4%
Cc1ccc2[nH]c3c(NCc4ccccc4)ncnc3c2c1 | 15% | -25% | 4 | -18%[60.1 µM] | -10% | 8% | -20% | -15% | 10%
CN1CCN(S(=O)(=O)c2ccc(CNC(=O)c3ccccc3)s2)CC1 | -3% | 3% | -6 | 0% | -4% | 20% | -12% | 7% | 33%
CCCc1cc(=O)[nH]c(SCC(=O)c2c[nH]c3ccccc23)n1 | -2% | -5% | -13 | -10% | -11% | ? | 13% | 3% | 25%

Following part:
SMILES | ERG-DNA inh | ALOX12 inh | LDHA block | POLK inh | Apoferritin bind | RGS4 inh | APEX1 inh | POLH inh | POLB inh
Cc1ccc(NCc2nnc(SCC(=O)N3c4ccccc4Sc4ccccc43)o2)c(C)c1 | 2% | ? | -3 | -20% | -7% | -2% | -4% | -19% | -1%
CCc1cccc(NC(=O)CSc2nnc(Cc3ccc(OC)cc3)c(=O)[nH]2)c1 | -2% | 6% | -2 | 0% | · | -30% | -8% | -23% | ·
CC(C)N(C(=O)Cn1cc(S(=O)(=O)Cc2ccc(C(F)(F)F)cc2)c2ccccc21)C(C)C | -2% | -3% | 6 | -5% | ? | -2% | · | -13% | 2%
CCOc1ccc(C(=O)NCC2(c3ccccc3)CCOCC2)cc1 | -6% | -1% | 0 | 9% | -1% | -4% | 3% | -16% | 10%
CCc1ccc(C(=O)NNC(=O)CN2C(=O)NC(CC)(c3ccccc3)C2=O)cc1 (centres undefined) | 2% | 13% | 1 | 12% | · | -3% | 0% | -9% | ·
CCOc1ccc(CCNC(=O)c2ccc(=O)[nH]c2)cc1OCC | 3% | 0% | -2 | 17% | -6% | -26% | -1% | -9% | 13%
COc1cc(NC(=O)c2cccnc2)c(OC)cc1NC(=O)c1ccc(Br)cc1 | -6% | · | -4 | 10% | 12% | 0% | 5% | -3% | 54%
CCOC(=O)c1ccc2[nH]c(C)c(C)c2c1 | -5% | 0% | -3 | -6% | · | -14% | · | -10% | ·
CC(C)NS(=O)(=O)c1ccc(NCCCn2ccnc2)c([N+](=O)[O-])c1 | 4% | -19% | -11 | -7% | 1% | 7% | 17% | -2% | -2%
N#Cc1cnc(SCC(=O)N2CCCCC2)nc1N | 0% | -17% | 0 | 2% | · | 21% | · | -14% | ·
Cc1cccc(NC(=O)C2CCCCN2S(=O)(=O)c2ccccc2)c1C (centres undefined) | 3% | -21% | 4 | 13% | · | 6% | 35% | -11% | ·
CC(C)(C)OC(=O)N1CCC(C(=O)Nc2ccc(C(=O)NC3CC3)cc2)CC1 | 16% | 7% | -5 | -5% | · | -10% | · | -5% | ·
O=C(CCSc1ccccc1)OCn1nnc2ccccc2c1=O | -11% | -8% | -2 | 5% | ? | -26% | -4% | -22% | 4%
COc1ccc(CCNC(=O)Cn2nnc(-c3cccc(C(F)(F)F)c3)n2)cc1OC | 8% | -5% | -5 | -13% | 0% | 5% | · | 6% | -15%
Cc1nn2c(-c3cccc(NC(=O)c4ccco4)c3)nnc2c2ccccc12 | -14% | 7% | -19 | -6% | 62%[activator] | -8% | -4% | ? | ?
CC[N+](C)(C)CC/C=C1/c2ccccc2Sc2ccc(Cl)cc21 | -6% | 12% | -12 | 9% | -11% | 8% | 3% | 9% | -1%
COc1ccccc1NC(=O)N1CCCC1C(=O)NC12CC3CC(CC(C3)C1)C2 (centres undefined) | 4% | -18% | -19 | -7% | 1% | 37% | 0% | -2% | -5%
CC(C)S(=O)(=O)c1csc(C(=O)NN)c1-n1cccc1 | -2% | 1% | -5 | -20% | -20% | 6% | 7% | -7% | -8%
NS(=O)(=O)c1cccc(NC(=O)C(Cc2ccccc2)NC(=O)c2ccccc2)c1 (centres undefined) | 0% | -15% | -6 | -22% | 0% | 14% | 38% | 6% | 30%
CCOc1cc(/C=N/NC(=O)C2CC2)ccc1OC(C)C | -4% | -12% | -2 | -9% | -1% | 1% | -5% | 1% | 5%
O=C(CN1C(=O)c2ccccc2S1(=O)=O)NCc1ccc2c(c1)OCO2 | · | -24% | -3 | 0% | -13% | 16% | 28% | 0% | 4%
O=C1c2ccccc2C(=O)N1CSc1ncccn1 | 4% | -3% | -10 | -11% | -16% | 14% | -6% | -6% | 6%
CCOc1cc(C(=S)N2CCOCC2)ccc1OS(=O)(=O)c1ccc(Br)cc1 | -2% | 0% | -3 | -6% | -8% | -3%[56.9 µM] | 27% | -21% | 40%
Cc1cccc(CN2CCN(CC(=O)Nc3c(C)cccc3C)S2(=O)=O)c1 | -3% | -10% | 1 | 3% | -18% | -4% | · | 9% | -2%

3 structures out of the list, arranged by molecular weight, ascending:
SMILES | ERG-DNA inh | ALOX12 inh | LDHA block | POLK inh | Apoferritin bind | RGS4 inh | APEX1 inh | POLH inh | POLB inh
N#Cc1cnc(SCC(=O)N2CCCCC2)nc1N | 0% | -17% | 0 | 2% | · | 21% | · | -14% | ·
CC(C)S(=O)(=O)c1csc(C(=O)NN)c1-n1cccc1 | -2% | 1% | -5 | -20% | -20% | 6% | 7% | -7% | -8%
COc1cc(NC(=O)c2cccnc2)c(OC)cc1NC(=O)c1ccc(Br)cc1 | -6% | · | -4 | 10% | 12% | 0% | 5% | -3% | 54%

Assay outcomes (PubChem)
